Source: PubChem BioAssay (Sanford-Burnham Center for Chemical Genomics)
SENP6 inh: inhibitors of human SENP6 protease; Q9GZR1; Recombinant SENP6 catalytic domain, aminoluciferin luminescence; 1.8% of 330,000 active; AID 2599; inhibition, % at 10 µM;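 active = inhibition above about 50% at the single tested dose, limit read from the data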;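 note: plate controls were DMSO wells with enzyme for no effect and DMSO wells lacking enzyme for full effect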
A3G deaminase: APOBEC3G (human) deaminase inhibition; inhibition, % at 20 µM; recombinant A3G, ssDNA deamination FAM/TAMRA fluorescence; 0.28% of 330,000 active; AID 493012;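 active = inhibition of at least 40% at 20 µM, with no more than 30% in the related APOBEC3A deaminase screen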;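 note: plate controls were DMSO wells with A3G for no effect and wells lacking A3G enzyme for full effect; some compounds called inactive have numbers as strong as hits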
SENP8 block-1: inhibitors of human SENP8 protease. purified SENP8, Z-RLRGG-aminoluciferin cleavage, luminescence. AID 2540. inhibition, % at 10 µM. 1.2% of 330,000 active. Q96LD8; in the data active = inhibition above about 50%
SENP1 FRET inh: inhibitors of human SENP1 SUMO protease catalytic domain; Q9P0U3; recombinant SENP1 catalytic domain, CyPet-SUMO1-YPet FRET cleavage; inhibition, % at 10 µM; 0.21% of 360,000 active; AID 624204;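 active = inhibition at least 30% at 10 µM, raw YFP signal under a set limit, fluorescence ratio 0.5 to 1.5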;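 note: 0% = enzyme with DMSO and 100% = no enzyme wells; some results filed as inactive read as strong as hits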
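Material – human SENP1 catalytic domain · Input – SENP1 enzyme, 20 pM final · Compound dosing – single concentration of 10 µM compound, 0.5% DMSO final · Timing – enzyme reaction for 50 min at room temperature, dark · Measured by – FRET fluorescence in CFP and YFP emission channels · Control set – no-enzyme wells low, DMSO-plus-enzyme wells high control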
UBC13 inh: inhibitors of human UBC13 polyubiquitin chain formation; P61088; TR-FRET; inhibition, % at 20 µM; 0.47% of 330,000 active; AID 485273; in the data active = inhibition above about 45%, passing the limit was not always enough; inconclusive = no clear call, values can overlap the other calls
SENP8 block-2: inhibitors of human SENP8 protease. recombinant SENP8, Nedd8 substrate fluorescence. AID 602440. 0.64% of 360,000 active. inhibition, % at 20 µM; in the data active = inhibition mostly above about 40%, no sharp cut-off; inactive = mostly below about 27%
Apaf1 inhib: blocks human Apaf-1 apoptosome activity. O14727. reconstituted apoptosome caspase-3 activity, DEVD-Rh110 fluorescence. inhibition, % at 20 µM. 0.71% of 330,000 active; active = inhibition of at least 40% at 20 µM;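 note: plate controls were DMSO wells for no effect and DEVD-CHO caspase inhibitor wells for full effect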
Target sequence (O14727 whole entry, looked up): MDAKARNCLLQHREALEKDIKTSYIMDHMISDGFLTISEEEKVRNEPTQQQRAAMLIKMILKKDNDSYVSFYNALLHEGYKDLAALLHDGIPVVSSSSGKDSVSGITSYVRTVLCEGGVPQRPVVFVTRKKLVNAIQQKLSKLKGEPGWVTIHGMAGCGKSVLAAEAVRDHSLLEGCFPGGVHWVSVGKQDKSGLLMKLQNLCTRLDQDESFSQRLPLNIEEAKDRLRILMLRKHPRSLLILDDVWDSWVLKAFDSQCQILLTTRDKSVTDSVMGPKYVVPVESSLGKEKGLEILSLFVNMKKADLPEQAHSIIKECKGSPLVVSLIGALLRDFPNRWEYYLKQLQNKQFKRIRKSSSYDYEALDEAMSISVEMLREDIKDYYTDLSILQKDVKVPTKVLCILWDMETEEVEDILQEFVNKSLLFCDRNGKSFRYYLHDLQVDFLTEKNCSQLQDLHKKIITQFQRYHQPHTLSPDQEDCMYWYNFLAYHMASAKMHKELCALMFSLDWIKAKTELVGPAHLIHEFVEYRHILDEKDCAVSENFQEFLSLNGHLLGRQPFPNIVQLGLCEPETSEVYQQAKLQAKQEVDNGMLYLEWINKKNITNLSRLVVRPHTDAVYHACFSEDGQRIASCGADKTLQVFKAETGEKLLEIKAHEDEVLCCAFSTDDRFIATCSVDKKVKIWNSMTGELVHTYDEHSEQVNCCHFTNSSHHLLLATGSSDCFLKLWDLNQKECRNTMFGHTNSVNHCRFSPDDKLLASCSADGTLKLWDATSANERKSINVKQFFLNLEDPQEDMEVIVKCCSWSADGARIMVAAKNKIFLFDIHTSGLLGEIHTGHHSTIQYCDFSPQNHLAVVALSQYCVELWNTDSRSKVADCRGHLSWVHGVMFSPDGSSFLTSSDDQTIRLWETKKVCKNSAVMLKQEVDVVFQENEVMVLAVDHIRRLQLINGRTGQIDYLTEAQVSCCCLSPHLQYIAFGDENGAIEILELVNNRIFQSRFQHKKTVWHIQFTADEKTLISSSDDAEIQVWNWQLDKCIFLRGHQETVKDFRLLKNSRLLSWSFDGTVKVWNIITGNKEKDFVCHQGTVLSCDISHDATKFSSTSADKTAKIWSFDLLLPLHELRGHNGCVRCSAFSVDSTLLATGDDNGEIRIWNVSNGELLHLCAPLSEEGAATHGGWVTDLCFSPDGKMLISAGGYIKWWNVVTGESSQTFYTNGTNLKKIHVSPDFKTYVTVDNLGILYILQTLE
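Material: cell-free apoptosome with Apaf-1, procaspase-3 and caspase-9; Buffer or medium: Hepes pH 7.5 with detergent and BSA; Reagent: cytochrome c trigger plus (Z-DEVD)2-Rh110 caspase-3 substrate; Times: compound with Apaf-1, dATP, procaspase-3 30 min, then 50 min reaction, room temperature; Technique: Rh110 fluorescence intensity.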
SENP7 inh: blocks the human protease SENP7. recombinant SENP7, Z-RLRGG-aminoluciferin luminescence, 40 min. AID 434973. Q9BQF6. 1.5% of 330,000 active. inhibition, % at 5 µM;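 active = inhibition above about 50% at the single test dose, limit read from the data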;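 note: plate controls were DMSO with enzyme for no effect and no enzyme buffer wells for full effect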
An asterisk follows results filed as active; ? = inconclusive; nt = no result given. Compounds as they come; overall some 3.6% were active at least once.

SMILES	SENP6 inh	A3G deaminase	SENP8 block-1	SENP1 FRET inh	UBC13 inh	SENP8 block-2	Apaf1 inhib	SENP7 inh
Cc1cc(NC(=O)CSCC(=O)Nc2cc(Cl)ccc2N2CCN(C)CC2)no1	4	-3	9	1	1	5	-2	0
CCc1ccc(NCc2nc(-c3ccccc3)no2)cc1	4	-7	-8	1	-3	13	8	1
Fc1cccc(NC(=S)N2CCn3cccc3C2c2cccnc2)c1 (stereo unspecified)	-10	-6	-9	0	-6	14	6	-5
COc1ccc(CNC(=O)c2cccnc2)cc1	15	-6	2	1	4	10	-2	-4
CC(C)(C)n1ncc2c(=O)n(Cc3ccccc3Br)cnc21	-2	-12	-7	-2	-3	5	11	-10
Cc1nn(C2CCS(=O)(=O)C2)c(C)c1CN(C)C(=O)c1ccc(Cl)cc1 (stereo unspecified)	2	3	-4	2	7	4	-1	3
O=[N+]([O-])c1nn(-c2ccc3c(c2)OCCO3)n(O)c1=NC1CCCC1	-13	-4	-3	-1	-16	30	4	9
CCOC(=O)C(NC(C)=O)(OCc1ccccc1)C(F)(F)F (stereo unspecified)	5	-2	-1	0	6	33	1	-4
Nn1c(SCc2ccccc2F)nnc1-c1ccccn1	-7	-11	-4	2	-1	-2	7	-5
Cc1ccc(-c2nnn(CC(=O)N(c3ccc4c(c3)OCCO4)C(C(=O)NCC3CCCO3)c3ccc(F)cc3)n2)o1 (stereo unspecified)	0	-5	-1	3	-7	11	23	1
O=S(=O)(NCCNc1ncc(C(F)(F)F)cc1Cl)C(F)(F)F	0	-7	-2	3	4	13	-2	3
CCC(C)NS(=O)(=O)c1ccc(NS(=O)(=O)c2ccc(F)cc2)cc1 (stereo unspecified)	-3	-7	-4	-2	3	7	-15	9
Cc1ccc2nc(CCc3nc4ccc(C)cc4o3)oc2c1	-20	1	-2	0	-3	-8	4	2
CC1CCCCC12NC(=O)N(CC(=O)NC1CCCc3ccccc31)C2=O (stereo unspecified)	-18	-4	-5	2	-2	14	5	-5
CC(C)(Oc1ccc(Cl)cc1)C(=O)NC1=NN(c2ccccc2)C(=O)C1	24	0	6	1	-3	18	18	4
O=C(NC(=O)N1CCSCC1)c1c(Cl)cccc1Cl	-11	-5	-2	1	6	6	-10	0
CCOc1ccc2[nH]c(=O)c(=O)[nH]c2c1	7	2	5	6	-17	-82	5	8
N#CCCn1cc(/C=N/NC(N)=S)c(-c2ccccc2)n1	-8	-9	-5	1	35	7	-5	-9
CCS(=O)(=O)N1CCC(N2CCC(C)CC2)CC1	42	-3	-1	4	7	15	-23	4
CCOC(=O)N1CCN(CC(O)COc2ccc3c(c2)CCC3)CC1 (stereo unspecified)	-3	-5	-4	0	-1	6	-13	15
COc1ccc(Cl)cc1Nc1ncnc2sc(C)c(S(=O)(=O)N3CCC(C)CC3)c12	4	1	-4	3	?	-341	29	8
COc1ccc(C(=O)NC2=NCCS2)cc1S(=O)(=O)N1CCCCC1C (stereo unspecified)	1	-7	-3	-2	6	7	3	-3
Cc1ccc2nc(-c3cccnc3)oc2c1	-25	-9	22	0	3	-216	11	48
CN1CCN(S(=O)(=O)NC[C@H]2O[C@@H](n3cnc4c(N)ncnc43)[C@H](O)[C@@H]2O)CC1	nt	2	nt	-1	nt	16	17	0
CCN1C(=NCCOC)N[C@@H](c2cccs2)C(C(=O)OC)=C1C	3	17	2	-6	-6	10	-2	-6
CC(C)C[C@@H](NC(=O)C1CCC(CNC(=O)[C@@H]2CCCN2C(=O)OC(C)(C)C)CC1)C(=O)O (stereo partly specified)	5	-3	4	2	-2	14	-3	-1
CC1CCN(c2nc3nonc3nc2Nc2ccc(F)cc2)CC1	-11	0	-5	0	-20	29	11	-3
CNC(=O)c1cc(NC(=O)CCn2nc(-c3ccc(C)cc3)c3ccccc3c2=O)ccc1OC	1	-5	0	-1	0	13	-7	1
COc1ccccc1N1CCN(C(=O)c2cccc(N3C(=O)C4C5C=CC(C5)C4C3=O)c2)CC1 (stereo unspecified)	-12	-8	-2	-1	4	12	-4	1
C1=C[C@H]2CC[C@@H]1N(c1ccccc1)O2	nt	-3	nt	1	nt	15	9	8
Cc1ccc(NC(=O)COC(=O)Cn2nc(-c3ccc(F)cc3)oc2=O)cc1C	-20	-4	-11	-1	-10	-4	9	-8
CC1(c2nnc(-c3ccncc3)o2)CC(c2c(Cl)cccc2Cl)=NO1 (stereo unspecified)	14	-9	2	1	4	-71	-6	4
COc1ccc(N(C=O)C(=S)SC)cc1	-30	-12	-9	-1	-3	17	11	-3
O=C(Cc1ccc(F)cc1)N(c1ccccc1)C1C=CS(=O)(=O)C1 (stereo unspecified)	-53	-7	-11	1	-7	6	-3	-3
O=C(NC(Cc1c[nH]c2ccccc12)C(=O)N/N=C/c1ccc(Cl)cc1)c1cccs1 (stereo unspecified)	5	-8	3	0	-14	9	30	-5
CC1CCC(NC(=O)CN(C)S(=O)(=O)c2cccc3cccnc23)CC1 (stereo unspecified)	27	-6	0	-8	10	4	-18	3
Cc1ccc(Nc2nc(-c3sc(N)nc3C)cs2)cc1	-10	-10	-4	-17	-9	-60	3	3
COc1cc(/C=N/Nc2nc(Nc3ccccc3)nc(-n3nc(C)cc3C)n2)cc(OC)c1OC	17	-5	7	0	6	-72	2	4
O=C(CN1C(=O)NC(c2ccccc2)(c2ccccc2)C1=O)NCCc1ccc(F)cc1	-13	-3	-2	0	7	-1	13	1
O=C(NCC1CCCN(Cc2ccc3nonc3c2)C1)c1ccc(F)cc1 (stereo unspecified)	-14	-8	6	-1	-1	11	-27	-1
CO/N=C/c1cccn1-c1nccc(N(C)C)c1C#N	-14	-12	-6	1	-4	3	11	-5
O=C(c1c[nH]c(C(=O)C(Cl)(Cl)Cl)c1)c1ccccc1Cl	10	-6	5	3	4	27	-1	2
Cc1ccc(C(=O)NCCC2=CCCCC2)cc1S(=O)(=O)N1CCOCC1	-10	-10	4	2	-3	1	5	1
CCOC(=O)C1CCN(CC(O)COc2ccc(C(C)(C)C)cc2)CC1 (stereo unspecified)	5	-5	6	-3	16	29	-5	6
CC(NC(=O)COC(=O)Cc1ccsc1)c1ccccc1 (stereo unspecified)	1	-8	-1	2	8	-3	6	8
CCCCc1ccc(NC(=O)CSCc2cc(=O)[nH][nH]2)cc1	6	-5	-5	-1	-7	17	20	0
COC(=O)c1sc(N)c(C(=O)OC)c1COC(=O)CNS(=O)(=O)c1cccc(C#N)c1	3	-8	-1	-5	-9	-37	-1	7
CCCc1cc(-n2ccnc2C)n2c(nc3ccccc32)c1C#N	-8	2	-4	-33	0	-258	-7	2
CCN(CC)CC#CC(OC)(c1ccccc1)c1ccccc1	1	-7	4	2	7	8	3	5
CCCNC(=O)c1ccccc1NC(=O)CN(c1ccccc1)S(=O)(=O)N(C)C	-15	4	-1	0	1	-8	2	5
CS(=O)(=O)N(CC(=O)NC1CCCC1)c1ccc(Oc2ccccc2)cc1	-24	-13	-9	-2	-11	2	11	-2
O=C(CCC1CCCN(Cc2ccc3c(c2)OCCO3)C1)NCc1ccc(F)c(F)c1 (stereo unspecified)	-3	-2	-3	-2	1	9	-5	-3
CCOc1ccc(S(=O)(=O)NCc2ccc(Cl)cc2)c2cccnc12	-5	-6	2	1	8	-268	1	0
COc1ccc(CNC(=O)COC(=O)/C=C/c2cccc(Br)c2)cc1OC	5	-12	2	1	6	1	3	6
CC1CC(C)(C)CC2(C1)NC(=O)N(CC(=O)N(Cc1ccccc1)c1ccccc1)C2=O (stereo unspecified)	-4	-1	18	2	0	7	20	-4
O=C(CCC(=O)N1CCN(c2ccc(F)cc2)CC1)N1CCN(c2ccc(F)cc2)CC1	-3	-6	-8	1	4	9	2	-6
O=C(CNC(=O)c1ccc(Cl)cc1)OCn1nnc2ccccc2c1=O	4	-12	3	6	4	4	-3	-1
CCOc1ccccc1NC(=O)c1cc(SC)ccc1Cl	5	-9	4	-1	-3	16	16	1
CCC1(c2cccc(Cl)c2)NC(=O)N(Cc2cc(C(=O)OC)c(C)o2)C1=O (stereo unspecified)	-7	-5	12	-5	3	18	11	4
Cc1ccc(/C=C/C(=O)OCn2nnc3ccccc3c2=O)o1	-15	-1	-3	1	-12	9	0	3

Sorted by value in UBC13 inh (low to high): 3 from the list above
SMILES | UBC13 inh
CC1CC(C)(C)CC2(C1)NC(=O)N(CC(=O)N(Cc1ccccc1)c1ccccc1)C2=O (stereo unspecified) | 0
COc1ccc(CNC(=O)COC(=O)/C=C/c2cccc(Br)c2)cc1OC | 6
CC(NC(=O)COC(=O)Cc1ccsc1)c1ccccc1 (stereo unspecified) | 8

(cont.)
SMILES	SENP6 inh	A3G deaminase	SENP8 block-1	SENP1 FRET inh	UBC13 inh	SENP8 block-2	Apaf1 inhib	SENP7 inh
O=C1Cn2c(nc3ccccc32)-c2ccccc2N1	-12	-3	6	-6	-6	-30	4	-10
CCN(C[C@H]1N[C@@](C)(C(=O)OC)[C@H]2C(=O)N(C)C(=O)[C@@H]12)C(=O)Nc1ccc(C)cc1	15	-3	1	2	3	0	-8	1
CCc1cccc(C)c1NS(=O)(=O)c1cc(Br)cnc1N	-4	-6	-13	-1	1	-28	-1	-9
Cc1cc(C)cc(NC(=O)C(OC(=O)c2cccs2)c2ccccc2)c1 (stereo unspecified)	-5	-2	-7	3	-21	7	3	-11

Among those listed so far, 13 have a Cl atom:
SMILES	SENP6 inh	A3G deaminase	SENP8 block-1	SENP1 FRET inh	UBC13 inh	SENP8 block-2	Apaf1 inhib	SENP7 inh
Cc1cc(NC(=O)CSCC(=O)Nc2cc(Cl)ccc2N2CCN(C)CC2)no1	4	-3	9	1	1	5	-2	0
Cc1nn(C2CCS(=O)(=O)C2)c(C)c1CN(C)C(=O)c1ccc(Cl)cc1 (stereo unspecified)	2	3	-4	2	7	4	-1	3
O=S(=O)(NCCNc1ncc(C(F)(F)F)cc1Cl)C(F)(F)F	0	-7	-2	3	4	13	-2	3
CC(C)(Oc1ccc(Cl)cc1)C(=O)NC1=NN(c2ccccc2)C(=O)C1	24	0	6	1	-3	18	18	4
O=C(NC(=O)N1CCSCC1)c1c(Cl)cccc1Cl	-11	-5	-2	1	6	6	-10	0
COc1ccc(Cl)cc1Nc1ncnc2sc(C)c(S(=O)(=O)N3CCC(C)CC3)c12	4	1	-4	3	?	-341	29	8
CC1(c2nnc(-c3ccncc3)o2)CC(c2c(Cl)cccc2Cl)=NO1 (stereo unspecified)	14	-9	2	1	4	-71	-6	4
O=C(NC(Cc1c[nH]c2ccccc12)C(=O)N/N=C/c1ccc(Cl)cc1)c1cccs1 (stereo unspecified)	5	-8	3	0	-14	9	30	-5
O=C(c1c[nH]c(C(=O)C(Cl)(Cl)Cl)c1)c1ccccc1Cl	10	-6	5	3	4	27	-1	2
CCOc1ccc(S(=O)(=O)NCc2ccc(Cl)cc2)c2cccnc12	-5	-6	2	1	8	-268	1	0
O=C(CNC(=O)c1ccc(Cl)cc1)OCn1nnc2ccccc2c1=O	4	-12	3	6	4	4	-3	-1
CCOc1ccccc1NC(=O)c1cc(SC)ccc1Cl	5	-9	4	-1	-3	16	16	1
CCC1(c2cccc(Cl)c2)NC(=O)N(Cc2cc(C(=O)OC)c(C)o2)C1=O (stereo unspecified)	-7	-5	12	-5	3	18	11	4
